Source: PubChem (several laboratories)
West Nile antiviral – West Nile virus antiviral activity, cell-based, CPE readout (AID 1621); West Nile virus-infected cells, CPE inhibition; higher % means a stronger effect; CPE inhibition, % at 10 µM; hits with a dose series show IC50 in µM; 290,000 compounds, 0.02% hits; in the data active means a potency from the dose series; inconclusive means CPE inhibition mostly from about 3.7% at the one dose, without a potency; inactive means the rest, 99 in 100 with CPE inhibition below about 2.2%; further: strong numbers were not always called active
PhoP inhibition – PhoP-dependent GFP reporter repression – Salmonella Typhimurium, primary screen (AID 1863); S. Typhimurium PhoP-regulated promoter GFP reporter, 4 h; higher % means a stronger effect; inhibition, % at 50 µM; hits with a dose series show IC50 in µM; 300,000 compounds, 0.16% hits;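 active means inhibition over 29.93%, a cutoff 3 SD above the screen mean, later confirmed by dose response; inconclusive means inhibition over 29.93% but no dose response follow-up; inactive means inhibition at most 29.93% or unconfirmed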;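 further: 0% = low Mg2+ inducing control and 100% = high Mg2+ repressing control; strong numbers were not always called active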
SIAH1 antagonists – blockers of Siah-1 interaction with plectin peptide – biochemical, fluorescence polarization, rhodamine-plectin, uHTS, primary screen (AID 1817) | Siah-1 / rhodamine-plectin peptide fluorescence polarization; higher % means a stronger effect | displacement, % at 20 µM; hits with a dose series show IC50 in µM | 290,000 compounds, 0.02% hits;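 active means displacement of at least 50% at 20 µM, with a fluorescence ratio check between 0.3 and a set limit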;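 further: plate controls were Siah plus tracer with DMSO for no effect and tracer alone without Siah for full effect; strong numbers were not always called active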
* = called active by the depositor; ? = inconclusive.

Sample of the layout (3 entries):
[1] CCN1CCCC1CNC(=O)c1cc2cc(F)ccc2[nH]1 (stereo not given)
[2] CN1CCCN(C(=O)c2cccc3ccccc23)CC1
[3] Cc1ccc(NC(=O)CSCc2cc(=O)n3cc(C)sc3n2)cc1

assay / entry,1,2,3
West Nile antiviral,-0.1%,0.1%,0.0%
PhoP inhibition,-3.4%,-0.7%,2.3%
SIAH1 antagonists,0.2%,5.2%,-7.4%

Main list, previewed entries included:
[1] CCN1CCCC1CNC(=O)c1cc2cc(F)ccc2[nH]1 (stereo not given)
[2] CN1CCCN(C(=O)c2cccc3ccccc23)CC1
[3] Cc1ccc(NC(=O)CSCc2cc(=O)n3cc(C)sc3n2)cc1
[4] COc1cc(C(=O)Nc2ccccc2C(=O)NCc2cccnc2)cc(OC)c1OC
[5] C/C(=N\Nc1ccc(S(N)(=O)=O)cc1[N+](=O)[O-])c1cccnc1
[6] O=c1c([N+](=O)[O-])c(O)c2ccccc2n1Cc1ccccc1

assay / entry,1,2,3,4,5,6
West Nile antiviral,-0.1%,0.1%,0.0%,0.5%,-0.1%,-0.4%
PhoP inhibition,-3.4%,-0.7%,2.3%,12.5%,8.3%,-0.1%
SIAH1 antagonists,0.2%,5.2%,-7.4%,11.1%,-4.8%,7.4%

[7] CC(=O)c1ccc(OCc2cc(C(=O)N(C)Cc3cc(C)no3)no2)cc1
[8] NS(=O)(=O)c1ccc(CCNC(=O)C(=O)NCC2OCCN2S(=O)(=O)c2cccs2)cc1 (stereo not given)
[9] COc1cccc(CNC(=O)Cn2nc(C)c3c(C)n(-c4ccc(C)cc4)nc3c2=O)c1OC
[10] COc1cccc(/C=C2/SC(=S)N(CCCC(=O)Nc3ccc(O)cc3)C2=O)c1
[11] Cc1ccc(NS(=O)(=O)c2cccc(C(=O)NNC(=O)c3cccn3C)c2)c(C)c1
[12] CCN(CC)CCCNc1nc(SC)nc2sc3c(c12)CCN(C)C3

assay / entry,7,8,9,10,11,12
West Nile antiviral,-0.1%,0.6%,-0.5%,?,-1.6%,1.3%
PhoP inhibition,9.8%,7.3%,-1.9%,3.0%,-5.0%,-2.3%
SIAH1 antagonists,4.6%,-4.4%,7.1%,-1.0%,-1.4%,-1.1%

[13] CC(C)Cc1nnc(NC(=O)CCC(=O)N2CCN(c3ccc([N+](=O)[O-])cc3)CC2)s1
[14] COc1ccc2nc(NC(=O)C3CCN(C(=O)c4ccc(F)cc4)CC3)sc2c1
[15] Cc1cc(OCC(=O)NCC(O)c2ccccc2)c2c(C)c(C)c(=O)oc2c1 (stereo not given)
[16] O=C(Nc1ccc(Nc2ccccc2)cc1)c1cc([N+](=O)[O-])ccc1Cl
[17] CC(CCc1ccc(O)cc1)NCc1ccc(Br)cc1 (stereo not given)
[18] O=C(NCC1CCCO1)C(=O)N/N=C\c1ccc2c(c1)OCO2 (stereo not given)

assay / entry,13,14,15,16,17,18
West Nile antiviral,-0.3%,-2.0%,0.1%,-0.1%,-1.0%,-0.4%
PhoP inhibition,4.2%,0.6%,8.8%,0.5%,-1.1%,2.6%
SIAH1 antagonists,0.4%,7.0%,6.2%,2.0%,-4.4%,0.1%

[19] CCCCN(C(=O)COC(=O)CSc1cc(C)c2ccccc2n1)c1c(N)n(CCC)c(=O)[nH]c1=O
[20] Cc1ccc2nc3c(cc(C(=O)NCCc4ccccc4)c(=N)n3CCN3CCOCC3)c(=O)n2c1
[21] CN(C)S(=O)(=O)c1cccc(NC(=O)COc2ccc(C(=O)c3ccccc3)cc2)c1
[22] COc1cccc(C(=O)NCC2(c3ccccc3)CCCC2)c1OC
[23] COc1cccc(CN2CC(C(=O)N3CCCCCCC3)CCC2=O)c1 (stereo not given)
[24] Cc1cc(OC(=O)c2ccc(C(C)(C)C)cc2)c([N+](=O)[O-])c(=O)[nH]1

assay / entry,19,20,21,22,23,24
West Nile antiviral,-0.4%,-1.1%,0.3%,-1.0%,-0.3%,0.7%
PhoP inhibition,-0.9%,4.8%,15.4%,-2.0%,-8.9%,-16.0%
SIAH1 antagonists,6.9%,-3.1%,-3.6%,-1.6%,-5.4%,9.4%

[25] c1ccc(C2=NNC(c3ccccn3)=NN2)nc1
[26] O=S(=O)(c1ccccc1)N1N=C(c2ccccc2)CC1c1ccco1 (stereo not given)
[27] C/C(=N\Nc1nc(C(C)(C)C)cs1)c1ccccc1
[28] CCC1CN(C(=O)NCc2ccccc2)c2cc(C)ccc2O1 (stereo not given)
[29] NS(=O)(=O)c1cccc(NC(=O)CC23CC4CC(C2)CC(CC(=O)Nc2cccc(S(N)(=O)=O)c2)(C4)C3)c1
[30] CNC(=O)c1ccsc1NC(=O)CS(=O)(=O)c1ccc(Cl)cc1

assay / entry,25,26,27,28,29,30
West Nile antiviral,0.5%,-0.5%,-1.4%,-1.2%,0.5%,-0.3%
PhoP inhibition,-4.3%,-0.3%,-1.9%,9.1%,1.1%,-0.1%
SIAH1 antagonists,-0.8%,-4.5%,3.8%,7.1%,-0.2%,-11.3%

[31] Cc1cccc(OCC(=O)Nc2ccc(CN3CCOCC3)cc2)c1C
[32] Cc1cc(C)nc(NS(=O)(=O)c2ccc(NC(=O)c3ccccc3C)cc2)n1
[33] Cc1ccc(NCc2ccc([N+](=O)[O-])s2)cc1
[34] CNC(C)C#Cc1c(-c2cc(OC)c(OC)c(OC)c2)noc1C (stereo not given)
[35] Oc1ccc(Br)cc1-c1n[nH]c(=S)n1Cc1ccccc1
[36] CCOC(=O)NC(Cc1c[nH]c2ccccc12)C(=O)NCCc1ccc(S(N)(=O)=O)cc1 (stereo not given)

assay / entry,31,32,33,34,35,36
West Nile antiviral,0.1%,0.0%,-0.6%,-0.4%,-0.1%,-0.8%
PhoP inhibition,-6.1%,-4.5%,0.6%,-6.0%,-3.6%,5.6%
SIAH1 antagonists,2.7%,6.7%,1.1%,-3.7%,0.2%,1.2%

[37] COc1cccc(CC(=O)OCC(=O)NNC(=O)c2ccc([N+](=O)[O-])cc2)c1
[38] COc1cccc(NC(=O)CNC(=O)[C@@H]2Cc3ccccc3CN2C(=O)OC(C)(C)C)c1
[39] CN(C)C(=O)CCC(=O)N1CCCC(C(=O)c2ccc(C(F)(F)F)cc2)C1 (stereo not given)
[40] CC(=O)N/C(=N\c1nc(C)cc(C)n1)Nc1ccc(Cl)cc1Cl
[41] COc1ccccc1NC(=O)/C(C#N)=C/c1cccnc1
[42] CCCc1ccc2oc(C(=O)N(C)Cc3cnccn3)c(C)c2c1

assay / entry,37,38,39,40,41,42
West Nile antiviral,-0.2%,-0.2%,-0.1%,0.4%,-0.9%,-0.5%
PhoP inhibition,-2.8%,-2.8%,-5.2%,3.6%,0.2%,-1.9%
SIAH1 antagonists,-2.2%,6.6%,3.0%,-6.7%,2.4%,-3.7%

[43] Cc1noc(C)c1CSCC(=O)Nc1cc(Cl)ccc1N1CCOCC1
[44] CCOc1ccc(Nc2ncnc3c2cnn3C)cc1
[45] CCOc1ccc(N(C)C(=O)CCc2nnc3ccc(N4CCCC4)nn23)cc1
[46] O=C(c1cnn2c(C(F)(F)F)cc(-c3ccc(F)cc3)nc12)N1CCc2ccccc2C1
[47] Clc1ccc(Cl)c(OCCCCN2CCNCC2)c1
[48] O=[N+]([O-])c1ccc(CN2CCN(c3ccc(F)cc3)CC2)o1

assay / entry,43,44,45,46,47,48
West Nile antiviral,-0.3%,-0.5%,0.1%,-0.4%,-0.6%,-0.9%
PhoP inhibition,-8.8%,0.1%,4.5%,0.6%,4.2%,5.8%
SIAH1 antagonists,9.5%,3.0%,2.1%,3.7%,3.1%,2.9%

3 entries out of the list above, arranged by the value under West Nile antiviral, highest first.
nr | SMILES | West Nile antiviral | PhoP inhibition | SIAH1 antagonists
4 | COc1cc(C(=O)Nc2ccccc2C(=O)NCc2cccnc2)cc(OC)c1OC | 0.5% | 12.5% | 11.1%
16 | O=C(Nc1ccc(Nc2ccccc2)cc1)c1cc([N+](=O)[O-])ccc1Cl | -0.1% | 0.5% | 2.0%
20 | Cc1ccc2nc3c(cc(C(=O)NCCc4ccccc4)c(=N)n3CCN3CCOCC3)c(=O)n2c1 | -1.1% | 4.8% | -3.1%

(cont.)
[49] O=c1c(-c2ccc(Cl)cc2)coc2c(CN3CCCCC3)c(O)ccc12
[50] Cc1onc(-c2ccccc2)c1C(=O)N/N=C/c1c(F)cccc1Cl
[51] CCc1ccccc1N(CC(=O)NC(C)(C)C)C(=O)CCC(=O)Nc1ccccn1
[52] COc1ccccc1C(=O)OCC(=O)NCCNC(=O)COC(=O)c1ccccc1OC
[53] CN(C)c1ccc(C(=O)N=c2sccn2C)cc1[N+](=O)[O-]
[54] COc1ccc(CC(=O)Oc2ccc(C)cc2C)cc1

assay / entry,49,50,51,52,53,54
West Nile antiviral,0.1%,0.5%,-0.3%,0.0%,0.2%,-0.5%
PhoP inhibition,-0.5%,-4.3%,-4.4%,-6.8%,1.3%,-3.2%
SIAH1 antagonists,-8.4%,-3.7%,3.1%,-6.8%,-2.9%,9.3%

[55] Cc1nc2ccc(NC(=O)CSc3nnc(C)s3)cc2[nH]1
[56] CCc1cc(=O)[nH]c(SCc2cccc3ccccc23)n1
[57] NC(=S)N/N=C/c1ccc2cccc(OCc3ccccc3)c2n1
[58] CCc1ccccc1NC(=O)CC(=O)Nc1ccccc1CC
[59] CCn1c(SCC(=O)Nc2nccs2)nnc1-c1cccnc1
[60] Cc1nn(CC(=O)NCc2ccc(OC(C)C)cc2)c(=O)c2cc(-c3ccccc3)nn12

assay / entry,55,56,57,58,59,60
West Nile antiviral,0.9%,0.1%,-0.6%,-0.2%,-0.6%,11.5%
PhoP inhibition,-0.6%,-8.1%,15.5%,3.8%,-5.7%,4.0%
SIAH1 antagonists,6.1%,-0.5%,-2.9%,-0.4%,0.1%,-1.0%

[61] O=C(NC1CCSc2ccccc21)c1c(F)cccc1Cl (stereo not given)
[62] Cc1ccc(S(=O)(=O)N(C)Cc2ccccc2)cc1C(=O)N1CCCCC1
[63] COc1ccc(CC(=O)NCC2CCCN(Cc3ccc(OC)cc3F)C2)cc1 (stereo not given)
[64] COc1ccccc1CNC(=O)C(=O)Nc1ccc(C(=O)N2CCC(C)CC2)cc1
[65] O=C1C2C3C=CC(C3)C2C(=O)N1Nc1ccc([N+](=O)[O-])cc1[N+](=O)[O-] (stereo not given)
[66] Cc1[nH]c(=O)[nH]c(=O)c1S(=O)(=O)Nc1ccc(F)cc1F

assay / entry,61,62,63,64,65,66
West Nile antiviral,-0.5%,0.0%,-0.7%,-0.4%,-0.5%,-0.1%
PhoP inhibition,-3.2%,0.7%,5.3%,5.8%,-6.1%,0.1%
SIAH1 antagonists,4.9%,-1.0%,0.8%,7.0%,6.3%,-1.7%

[67] O=S(=O)(NCc1ccccn1)C(F)(F)F
[68] COCCNC(=O)CCc1c(C)nc2c(c(C)nn2-c2ccc(C)cc2)c1C
[69] COc1cc(OC)cc(C(=O)Nc2ccc(N(C)C)c3ccccc23)c1
[70] O=C(Nc1nc2c(F)c(F)c(F)cc2s1)c1ccco1
[71] Cc1cc(Cl)ccc1OCC(=O)N/N=C/c1ccncc1
[72] COc1ccc(CCNC(=O)CCc2nnc(Cc3ccc4c(c3)OCO4)o2)c(OC)c1

assay / entry,67,68,69,70,71,72
West Nile antiviral,1.0%,0.3%,0.1%,-1.4%,0.1%,-0.6%
PhoP inhibition,7.9%,0.9%,-5.0%,0.1%,2.4%,2.6%
SIAH1 antagonists,-0.3%,-1.2%,3.9%,-1.9%,-1.7%,2.4%

[73] O=c1ccc(-c2ccc(S(=O)(=O)NCC3CCN(Cc4ccccc4F)CC3)s2)n[nH]1
[74] COc1cc(CCC(=O)OCC(=O)Nc2ccc(F)cc2F)cc(OC)c1OC
[75] Cc1oc2ccc(OC(C(=O)O)c3ccccc3)cc2c1C(=O)O (stereo not given)
[76] CC(=O)Oc1ccc(-c2csc(Nc3cccc(C)n3)n2)cc1
[77] COc1ccc(OC)c(-c2csc(NC(=O)Cc3cc(OC)c(OC)c(OC)c3)n2)c1
[78] COc1ccc(N(C(=O)C(C)C)S(=O)(=O)c2ccc3ccccc3c2)cc1

assay / entry,73,74,75,76,77,78
West Nile antiviral,-0.3%,-0.1%,-0.7%,-0.4%,-2.0%,-1.1%
PhoP inhibition,2.3%,-2.4%,4.4%,-4.4%,-4.2%,-0.3%
SIAH1 antagonists,-3.0%,-4.4%,3.2%,-5.5%,10.2%,-4.0%

[79] NCC(c1ccco1)c1c[nH]c2ccccc12 (stereo not given)
[80] CCCN(CC(=O)Nc1ccccc1OC)C(=O)Cc1ccccc1F
[81] Cc1cc(CSCc2ccc(Cl)cc2)no1
[82] O=C(CCCc1ccccc1)Nc1ccnn1C1CCN(Cc2ccccc2)CC1

assay / entry,79,80,81,82
West Nile antiviral,-0.7%,-0.6%,-0.1%,-0.2%
PhoP inhibition,1.2%,0.1%,-6.9%,1.0%
SIAH1 antagonists,1.9%,7.1%,-5.3%,-1.2%

This is a subset; the hit share may differ from the screen's.
